# Source: PubChem (several laboratories)
# NPY-Y2 antag = blocks the human neuropeptide Y Y2 receptor | P49146 | NPY-Y2 expressing cells, antagonist mode | inhibition, % at 2.7 µM | hit rate 0.99% among 140,000; in the data active = inhibition above about 17%;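 note: 0% = vehicle with agonist challenge and 100% = reference antagonist with challenge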
# Target sequence (P49146 whole entry, looked up): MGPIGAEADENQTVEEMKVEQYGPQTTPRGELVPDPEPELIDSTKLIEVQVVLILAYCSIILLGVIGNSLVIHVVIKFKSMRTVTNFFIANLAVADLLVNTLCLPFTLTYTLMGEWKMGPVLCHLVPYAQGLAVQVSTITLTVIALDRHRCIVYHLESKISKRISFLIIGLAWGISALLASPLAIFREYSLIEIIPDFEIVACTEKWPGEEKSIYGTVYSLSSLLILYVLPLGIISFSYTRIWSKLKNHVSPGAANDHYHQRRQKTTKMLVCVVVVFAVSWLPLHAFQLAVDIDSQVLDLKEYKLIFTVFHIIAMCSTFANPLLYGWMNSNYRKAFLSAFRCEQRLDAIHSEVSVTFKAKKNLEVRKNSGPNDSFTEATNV
# Phagocytosis inh = macrophage phagocytosis inhibition; hit rate 0.07% among 110,000; J774A.1 macrophage IgG-bead phagocytosis, imaging; inhibition, % at 5 µM;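 active = inhibition above the mean of the plate negative controls plus 5 SD, cut at about 13% in these data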;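 note: phagocytic index as fraction of beads internalized from green versus red external bead signal; plate controls were DMSO negative control for no effect and cytochalasin-D positive control for full effect; some results beyond the cut were filed as inactive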
# GALR2 blocker = antagonists of human galanin receptor 2 (GALR2); O43603; GALR2-expressing cells, antagonist mode; inhibition, % at 4 µM; hit rate 0.39% among 140,000; AID 828; in the data active = inhibition above about 27%;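 note: cells stimulated with galanin 1-16 at roughly its EC80; 0% = agonist challenge control and 100% = basal control without agonist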
# Target sequence (O43603 whole entry, looked up): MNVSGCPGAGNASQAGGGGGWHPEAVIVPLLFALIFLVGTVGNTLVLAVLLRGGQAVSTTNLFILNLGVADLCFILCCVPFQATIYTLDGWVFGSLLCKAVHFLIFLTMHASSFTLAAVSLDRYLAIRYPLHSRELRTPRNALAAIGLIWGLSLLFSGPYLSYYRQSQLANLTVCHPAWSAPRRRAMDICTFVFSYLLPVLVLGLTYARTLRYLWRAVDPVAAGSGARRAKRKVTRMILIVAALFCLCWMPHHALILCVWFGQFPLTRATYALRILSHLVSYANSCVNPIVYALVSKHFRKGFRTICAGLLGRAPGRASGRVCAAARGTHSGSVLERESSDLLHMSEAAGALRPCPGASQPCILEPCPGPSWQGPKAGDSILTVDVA
# HCT116 bCat-KO = beta-catenin-lacking colon tumor cell growth suppression; viability, % at 10 µM; HCT116 beta-catenin knockout viability, CellTiter-Glo, 60 h; hits give low values; hit rate 1.5% among 140,000; AID 818;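 active = viability at or under a set limit, the compound median less 4 SD, cut at about 6% in these data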;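 note: 0% = Hyamine 1622 control at 20 µM and 100% = untreated cell control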
# Yeast lifespan up = yeast lifespan extension; S. cerevisiae growth with nicotinamide, OD615; deaD strain in restrictive glucose medium; inhibition of the nicotinamide effect, % at 10 µM; hit rate 0.68% among 130,000;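 active = inhibition above a set limit, placed 3 SD over the median of all compounds, cut at about 26% in these data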;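 note: 0% = nicotinamide-treated wells and 100% = cells grown without nicotinamide; some compounds called inactive have numbers as strong as hits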
#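 System: Modified budding yeast, DeaD strain | Buffer or medium: Restrictive glucose medium | Also added: 1.5 mM nicotinamide | Doses: 10 µM single point, 0.25% DMSO | Schedule: 48 h compound exposure at 30 °C, humidified | Detection: Absorbance at 615 nm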
# Measles CPE = protection of cells from measles virus. hit rate 1.5% among 140,000. protection (pct of control), % at 4 µM. Measles virus-infected cells, CPE protection, absorbance; in the data active = protection mostly above about 24%, no sharp cut-off; inactive = mostly below about 26%; note: some compounds called inactive have numbers as strong as hits
# Yeast growth inh = reduces growth of yeast BB579 in restrictive medium | AID 804 | inhibition, % at 10 µM | S. cerevisiae BB579 growth, OD615, 48 h | hit rate 0.51% among 140,000;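 active = inhibition above a set limit, 3 SD over the mean compound inhibition, cut at about 44% in these data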; note: inactives centre near -24
#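 Assay system: S. cerevisiae DeaD strain BB579 yeast. Medium: CSMM-D restrictive synthetic medium containing dextrose (glucose). Times: 4 h cell preincubation, 48 h compound exposure, 30 °C humidified. Signal: OD615 turbidity measurement. Benchmarks: positive control amphotericin B 10 µg/mL.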
# MRP-1 activ = MRP-1 activation; H69AR cells + doxorubicin, viability rescue, CellTiter-Glo; hit rate 0.61% among 140,000; viability increase, % at 10 µM;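 active = viability gain under doxorubicin at or above a set limit, the compound median plus 3 SD, cut at about 4.7% in these data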;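 note: MRP-1 overexpressing cells given doxorubicin 25 µM after compound pretreatment; 18-22 h compound pretreatment then 72 h with doxorubicin before readout; 0% = doxorubicin-only wells and 100% = vehicle-treated cells without doxorubicin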
# PTEN del growth = suppresses growth of cells with PTEN deletion | HCT116 PTEN-null viability, CellTiter-Glo, 60 h; hits give low values | viability, % at 10 µM | hit rate 1.2% among 140,000 | AID 827;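 active = viability at or below a set limit, 4 SD under the median of all tested compounds, cut at about 3.7% in these data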;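 note: PTEN knockout HCT116 line with beta catenin targeted HCT116 as companion control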
# E-sel TNF inh = blocks E-selectin expression induced by TNF alpha; HUVEC TNFa-induced E-selectin immunofluorescence, high content; inhibition, % at 2 µM; hit rate 0.71% among 120,000; AID 1246;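 active = inhibition above the batch mean plus 3 SD, and confirmed as a hit on visual image review, cut at about 43% in these data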;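 note: 0% = TNF-stimulated DMSO wells and 100% = unstimulated control wells; not every result past the cut was called active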
# * hit, by the source's call; . = no result given.
smiles,NPY-Y2 antag,Phagocytosis inh,GALR2 blocker,HCT116 bCat-KO,Yeast lifespan up,Measles CPE,Yeast growth inh,MRP-1 activ,PTEN del growth,E-sel TNF inh
CC(C)n1cnc2cc(NCc3ccco3)ccc21,1,.,2,104,0,17,-35,-0.7,98,-15
CCOC(=O)Nc1ccc(C)cc1NC(=O)OCC,2,.,11,97,-14,25,-15,-0.4,95,-18
O=C1CCCCCCC1Sc1ccccc1[N+](=O)[O-] (stereo unspecified),3,2,-7,91,3,5,-33,-0.7,100,-10
COc1ccccc1C1(CC(=O)O)CCOC(C)(C)C1 (stereo unspecified),2,0,-2,83,-5,33*,-34,-1.9,102,-34
COc1cc(OC)cc(C(=O)N2CCN(c3ccccc3F)CC2)c1,1,1,1,85,-16,4,-51,-1.2,91,-17
Cc1cc([N+](=O)[O-])cc(C)c1OCC(=O)N/N=C/c1ccc(OC(=O)c2ccccc2Br)cc1,0,-3,-6,85,-1,13,-31,-4.0,87,-24
COc1cc(C(=S)N2CCOCC2)cc(OC)c1OS(=O)(=O)c1ccc(NC(C)=O)cc1,-1,-2,3,85,-18,4,-24,-4.5,90,-3
Cc1ccc(Cn2nnc3c(=O)n(CC(=O)NCc4ccco4)cnc32)cc1,3,.,4,72,.,18,-41,-4.7,66,-39
O=C(COC(=O)[C@H](Cc1ccccc1)NC(=O)c1cccs1)NC1CC1,1,-9,-14,97,0,24,-26,-1.7,101,.
CC(=O)NCc1nc2ccccc2n1Cc1ccccc1F,2,-2,1,96,-2,25,-10,-2.8,98,.

smiles,NPY-Y2 antag,Phagocytosis inh,GALR2 blocker,HCT116 bCat-KO,Yeast lifespan up,Measles CPE,Yeast growth inh,MRP-1 activ,PTEN del growth,E-sel TNF inh
O=C1c2oc3ccccc3c(=O)c2C(c2ccccn2)N1Cc1ccccc1 (stereo unspecified),8,0,11,102,-11,12,-41,-3.0,109,-17
COc1cccc(-c2nc(CS(=O)(=O)CC(=O)NCc3ccccc3OC)c(C)o2)c1,22*,.,-5,84,7,1,-34,-2.6,98,.
O=C(CSc1ccc2nnc(-c3ccc(Cl)cc3)n2n1)N1CCCc2ccccc21,13,-12,-4,2.4*,-1,22,-2,-3.4,2.2*,.
Cc1cc(NC(=O)c2ccc(F)cc2F)n(-c2nc3ccccc3[nH]2)n1,1,-1,1,18,-4,.,-56,-2.1,10,27
[O-][n+]1onc2c3cc(-c4ccccc4)nnc3ccc21,1,-4,13,13,-8,2,11,-6.1,12,10
CCCCCCc1ccc(-c2ncc(N)cn2)cc1,-2,-3,-8,77,-31,8,97*,-5.7,84,-17
CC(=O)c1ccc(NC(=O)c2cn(-c3ccccc3)nc2-c2ccncc2)cc1,0,.,4,91,.,6,-38,-2.4,105,.
CC(C)CC(=O)O/N=C1\C(=O)N(c2ccccc2)c2ccccc21,2,.,10,98,2,1,-47,-1.5,96,-12
CCOC(=O)c1ccc(Cn2c(-c3ccccc3)nnc2-c2ccccc2)o1,10,1,-3,77,-17,23,-40,0.5,79,-20
COc1ccc(NC(C)=O)cc1NC(=O)CN1CCN(C(=O)c2ccco2)CC1,-1,1,-13,99,-12,11,-1,-0.9,92,-24

# The list goes on; it opens with the six that closed the last part.
smiles,NPY-Y2 antag,Phagocytosis inh,GALR2 blocker,HCT116 bCat-KO,Yeast lifespan up,Measles CPE,Yeast growth inh,MRP-1 activ,PTEN del growth,E-sel TNF inh
[O-][n+]1onc2c3cc(-c4ccccc4)nnc3ccc21,1,-4,13,13,-8,2,11,-6.1,12,10
CCCCCCc1ccc(-c2ncc(N)cn2)cc1,-2,-3,-8,77,-31,8,97*,-5.7,84,-17
CC(=O)c1ccc(NC(=O)c2cn(-c3ccccc3)nc2-c2ccncc2)cc1,0,.,4,91,.,6,-38,-2.4,105,.
CC(C)CC(=O)O/N=C1\C(=O)N(c2ccccc2)c2ccccc21,2,.,10,98,2,1,-47,-1.5,96,-12
CCOC(=O)c1ccc(Cn2c(-c3ccccc3)nnc2-c2ccccc2)o1,10,1,-3,77,-17,23,-40,0.5,79,-20
COc1ccc(NC(C)=O)cc1NC(=O)CN1CCN(C(=O)c2ccco2)CC1,-1,1,-13,99,-12,11,-1,-0.9,92,-24
CCOC(=O)c1cc(C#N)c(SC)nc1-c1ccccc1,8,.,-1,71,-22,36,-46,-2.9,77,-14
O=C(Nc1nnc(-c2ccccc2Cl)o1)c1nc2ccccc2s1,11,0,0,94,1,10,0,-3.7,100,10
O=C(COc1ccc2ccccc2c1)NNC(=O)Cc1cccc2ccccc12,7,.,-12,99,-11,18,-19,-5.3,93,-9
CCOC(=O)c1sc2nc(C)cc(C)c2c1N,1,1,1,67,-29,40,15,-1.5,85,-33
CC1=NN(/C(=N\c2nnc(C)s2)Nc2ccc(C(C)(C)C)cc2)[C@H](c2ccc(C)cc2)S1,12,.,-16,63,.,9,-80,-5.9,66,4
CCC(C(=O)NC1CCCC1)N(Cc1ccc2c(c1)OCO2)C(=O)c1snc(C(N)=O)c1N (stereo unspecified),5,0,-18,69,-3,4,0,-1.5,65,8
COc1nc(/C(N)=N/O)nc(N2CCCCC2)n1,3,.,-7,101,-14,18,25,0.0,92,.
Cc1ccc(-c2nc3nc4ccccc4nc3n2Cc2ccco2)cc1,5,-3,5,103,-6,6,-34,-2.3,96,24
COc1ccc(S(=O)(=O)NCCCN2CCOCC2)c2ccccc12,13,0,1,78,-13,6,-74,-1.5,87,-8
CCOC(=O)C1C(=O)CC(C)(O)C(C(=O)OCC)C1c1ccccc1 (stereo unspecified),3,.,12,88,.,11,-34,-1.6,92,59*

# Record cards, as listed above. Screens in order: NPY-Y2 antag	Phagocytosis inh	GALR2 blocker	HCT116 bCat-KO	Yeast lifespan up	Measles CPE	Yeast growth inh	MRP-1 activ	PTEN del growth	E-sel TNF inh
# COc1cccc(-c2nc(CS(=O)(=O)CC(=O)NCc3ccccc3OC)c(C)o2)c1 is listed as 22*	.	-5	84	7	1	-34	-2.6	98	.
# O=C1CCCCCCC1Sc1ccccc1[N+](=O)[O-] (stereo unspecified) is listed as 3	2	-7	91	3	5	-33	-0.7	100	-10

# (more compounds)
smiles,NPY-Y2 antag,Phagocytosis inh,GALR2 blocker,HCT116 bCat-KO,Yeast lifespan up,Measles CPE,Yeast growth inh,MRP-1 activ,PTEN del growth,E-sel TNF inh
CSc1nc2ccccc2n1CC(=O)Nc1c(C)cccc1C,10,.,15,47,.,12,-9,-2.1,62,4
O=c1c(-c2nc3ccccc3s2)cccn1Cc1ccc(Cl)cc1,0,.,-4,88,-10,36,-13,-0.3,78,23
OC(COC(c1ccc(Cl)cc1)c1ccc(Cl)cc1)CN1CCCC1 (stereo unspecified),12,0,-1,9,5,3,-26,-5.4,13,-45
CCc1c(C)sc(NC(=O)c2ccccc2[N+](=O)[O-])c1C(N)=O,0,-2,20,105,-5,9,-35,-2.7,99,.
Cn1nnc(C(O)CN2CCOCC2)n1 (stereo unspecified),0,1,16,104,-4,3,-6,-1.3,95,-3
Brc1ccccc1-c1csnn1,2,-2,7,98,-5,12,-29,1.7,94,.
Cc1ccc(C)c(C(=O)CCC(=O)Nc2cccnc2)c1,1,-2,-13,107,-6,10,-18,-0.9,93,-2
CC(C)Nc1ncnc2c1nnn2Cc1ccccc1,0,3,6,99,-7,13,-1,0.3,94,11
COc1cc(OC)c(C(=O)NC2CCCCCC2)cc1OC,6,.,-13,92,-15,5,-57,-0.7,96,2
Cn1c(-c2c(N)n(-c3ccccc3)c3nc4ccccc4nc23)nc2ccccc21,-2,2,33*,45,-8,29,-29,-2.9,53,.

smiles,NPY-Y2 antag,Phagocytosis inh,GALR2 blocker,HCT116 bCat-KO,Yeast lifespan up,Measles CPE,Yeast growth inh,MRP-1 activ,PTEN del growth,E-sel TNF inh
OCCNc1nc(C2CC2)nc2c1nnn2Cc1ccccc1Cl,2,0,5,97,-3,8,-48,-0.1,102,-45
Cc1cc(C(F)F)n2nc(C(=O)Nc3ccc(F)cc3F)nc2n1,1,0,-8,100,-7,3,7,-0.7,97,-31
N#Cc1cccc(-n2nnnc2-c2ccccn2)c1,1,-2,11,103,-10,29,-19,-0.9,102,-13
CCOC(=O)CNC(=O)Cn1cnc2c(nnn2-c2ccc(C)cc2)c1=O,3,0,6,93,-4,4,6,-1.7,92,.
COc1ccc(S(=O)(=O)N2CCC(C(=O)NCCc3ccc4c(c3)OCO4)CC2)cc1,6,0,4,68,-16,4,-28,-1.4,67,.
Fc1ccc2nc3n(c2c1F)CCCCCC3,-2,-1,-2,104,-11,10,-40,-3.7,96,-4
CC(C)NC(=O)C(=O)NC1CCCCCC1,2,0,-1,110,-5,3,16,1.8,93,16
CCOP1(=O)C=C(C(C)(C)C)OC1c1ccc(F)cc1 (stereo unspecified),3,1,-14,103,-20,4,-33,-1.0,96,11
Cc1ccc(NC(NC(=O)c2ccccn2)C(Cl)(Cl)Cl)cc1 (stereo unspecified),-1,.,0,74,4,1,11,-2.0,68,-4
NC(=O)C1(N2CCCCC2)CCN(Cc2ccccc2Cl)CC1,1,-1,10,90,-1,6,-14,-1.6,84,-2
